Compound activity deposited in PubChem by several laboratories.
GPR55 beta-arrestin: GPR55 agonists via beta-arrestin recruitment, primary screen, imaging, U2OS cells, beta-arrestin-GFP redistribution (AID 1961). U2OS GPR55 beta-arrestin-GFP redistribution imaging; higher % means a stronger effect. activation, % at 10 µM, or EC50 in µM where a hit was titrated. 290,000 compounds, 0.048% hits;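 active means activation above 40% with more than 50 cells counted in the well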;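 further: U2OS osteosarcoma cells stably expressing GPR55 and beta-arrestin-GFP; plate controls were DMSO negative control for no effect and LPI positive control for full effect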
SIAH1 antagonists: Siah-1 peptide-binding antagonists, primary screen, biochemical, fluorescence polarization, rhodamine-plectin, uHTS (AID 1817). Siah-1 / rhodamine-plectin peptide fluorescence polarization; higher % means a stronger effect. one-dose displacement, % at 20 µM; IC50 in µM for titrated hits. 290,000 compounds, 0.02% hits;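 active means displacement of at least 50% at 20 µM, with a fluorescence ratio check between 0.3 and a set limit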;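 further: plate controls were Siah plus tracer with DMSO for no effect and tracer alone without Siah for full effect; strong numbers were not always called active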
HIV peptide binding: cell-free HIV fusion peptide-binding blockers – biochemical, uHTS, fluorescence dequenching, primary screen (AID 1986); 290,000 compounds, 0.3% hits; cell-free peptide binding, fluorescence dequenching, 30 min; higher % means a stronger effect; one-dose inhibition, % at 20 µM; IC50 in µM for titrated hits; in the data active means inhibition mostly above about 52%, no sharp cut-off; inactive means mostly below about 76%; further: some results filed as inactive read as strong as hits
NTR1 ag: NTR1-driven beta-arrestin-GFP spot formation – imaging, U2OS cells, high content, primary screen (AID 493036); P30989; agonist mode; activation, % at 20 µM; 330,000 compounds, 0.17% hits;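 active means activation at or above 40% of the spot to cytoplasm intensity ratio, with at least 20 cells analyzed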;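 further: 0% = DMSO without peptide and 100% = 100 nM NTR1 peptide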
Target sequence (P30989 whole entry, looked up): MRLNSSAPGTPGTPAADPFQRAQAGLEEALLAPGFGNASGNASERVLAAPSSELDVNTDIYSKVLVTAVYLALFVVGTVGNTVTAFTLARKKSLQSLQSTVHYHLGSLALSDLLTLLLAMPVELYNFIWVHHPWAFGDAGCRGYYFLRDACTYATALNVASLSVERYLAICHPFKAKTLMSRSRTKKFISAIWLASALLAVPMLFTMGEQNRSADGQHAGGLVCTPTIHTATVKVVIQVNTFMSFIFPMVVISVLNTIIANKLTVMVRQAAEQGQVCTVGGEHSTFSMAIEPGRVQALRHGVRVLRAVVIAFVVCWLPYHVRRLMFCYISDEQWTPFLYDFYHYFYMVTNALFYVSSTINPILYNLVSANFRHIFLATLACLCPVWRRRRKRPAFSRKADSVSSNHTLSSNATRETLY
NS5 inhibitors: Dengue-2 NS5 methyltransferase inhibitors, primary screen, biochemical, confirmation dose response (AID 588689); Dengue-2 NS5 methyltransferase capping enzyme assay, biochemical; higher % means a stronger effect; inhibition, % at 25 µM, or IC50 in µM where a hit was titrated; 340,000 compounds, 0.3% hits; in the data active means a potency from the dose series
AID2073: disruptors of CaV2.2 binding to Mint1 – biochemical, HTRF (AID 2073); 290,000 compounds, 0.19% hits; one-dose inhibition, % at 20 µM; IC50 in µM for titrated hits; HTRF protein-protein interaction, Mint1-CaV2.2; higher % means a stronger effect; in the data active means inhibition mostly above about 51%, no sharp cut-off; further: some results filed as inactive read as strong as hits
K1F lysis inhibition: inhibition of K1F phage lysis, E. coli UTI89, bacterial capsule biogenesis inhibitors, alamar blue (AID 488966); E. coli UTI89 K1F phage lysis, alamar blue, 2 h; higher % means a stronger effect; inhibition, % at 100 µM; hits with a dose series show IC50 in µM; 340,000 compounds, 0.02% hits;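 active means phage lysis inhibition, versus mean bacterial control, above a set limit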;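 further: capsule biogenesis inhibitors block K1F phage lysis so surviving cells raise fluorescence; higher fluorescence means more inhibition of phage lysis; actives were called in the ten point dose series up to 300 µM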
GPR55 antagonists: GPR55 antagonists blocking LPI-driven arrestin recruitment, primary screen, imaging, U2OS, beta-arrestin-GFP, LPI agonist (AID 2013); inhibition, % at 10 µM, or IC50 in µM where a hit was titrated; 290,000 compounds, 0.13% hits; U2OS GPR55 beta-arrestin-GFP translocation imaging, LPI antagonism; higher % means a stronger effect;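 active means spots per cell inhibited over 60%, with over 100 cells counted and total cytoplasm intensity under 500,000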;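 further: U2OS cells stably carrying GPR55 and arrestin-GFP stimulated by 5 µM LPI near EC80; imaged beta-arrestin-GFP aggregate spots per cell after agonist stimulation; plate controls were LPI-stimulated DMSO wells for no effect and DMSO wells without LPI for full effect; some results filed as inactive read as strong as hits; confirmed hits need IC50 under 10 µM and bright autofluorescent wells are also inconclusive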
GPR35 arrestin U2OS: inhibition of zaprinast-stimulated GPR35 beta-arrestin translocation – imaging, U2OS, beta-arrestin-GFP, zaprinast agonist, primary screen (AID 2058) | 290,000 compounds, 0.052% hits | U2OS GPR35 beta-arrestin-GFP translocation imaging, zaprinast antagonism; higher % means a stronger effect | inhibition, % at 10 µM; hits with a dose series show IC50 in µM;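 active means inhibition of at least 50% with at least 30 cells and total cytoplasm GFP at most 10,000,000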
NTR1 ag cell count 20 µM: further read-out of NTR1 ag, marked with its call; cell count; measured here: cell count, cytotoxicity flag
Active calls of the source: *; . = no result given; [ ] = another dose, or the depositor's remark.

SMILES	GPR55 beta-arrestin	SIAH1 antagonists	HIV peptide binding	NTR1 ag	NTR1 ag cell count 20 µM	NS5 inhibitors	AID2073	K1F lysis inhibition	GPR55 antagonists	GPR35 arrestin U2OS
Nc1nc(-c2ccccc2)cc(N2CCCCC2)n1	-0.4%	4%	-0.6%	-1.0	48	25%	13%	3.6%	-20%	4%
COc1ccc(NC(=O)/C(=C\c2ccc(OC)c(OC)c2)NC(=O)c2ccco2)cc1	0.0%	10%	1.5%	0.1	67	2%	29%	1.2%[50 µM]	4%	-4%
Nc1[nH]c(N=NC(=O)c2ccc(F)cc2)c2ccccc12	-0.2%	-4%	-2.0%	2.7	76	-1%	-6%	1.1%[50 µM]	3%	-3%
CN(Cc1ccccc1)C(=O)C1CCN(S(=O)(=O)c2ccc3nc4c(c(C(=O)O)c3c2)CCCC4)CC1	1.0%	3%	20%	-2.2	52	5%	28%	0.3%	-8%	8%
Oc1ccc(-c2nccc(-c3ccc(Br)cc3)n2)cc1	0.0%	-1%	1.6%	7.0	55	-1%	-3%	0.2%	7%	1%
COc1ccc(S(=O)(=O)N2CCOCC2)cc1NC(=O)CSc1nnc2ccccn12	-0.1%	5%	0.6%	-0.1	54	.	10%	.	14%	-2%
CC(=O)c1cn(CC(=O)Nc2ccccc2C)c2ccccc12	0.2%	-4%	0.0%	0.4	34	-6%	1%	0.9%	-9%	-6%
CS(=O)(=O)N1CCC(Oc2cccc(C(=O)NCCCOc3cccnc3)c2)CC1	-0.1%	2%	-1.1%	-0.7	68	-3%	4%	0.0%[50 µM]	6%	-10%
COc1ccc(C2c3[nH]c4ccccc4c3C[C@H]3C(=O)N(c4ccccc4C(=O)N4CCC(C(=O)O)CC4)C(=O)N23)cc1 (some centres not stated)	-0.2%	2%	5.5%	-0.9	83	4%	5%	1.9%	-7%	-10%
O=C(/C=C/c1ccc(F)cc1)NC(=S)N1CCOCC1	0.4%	-1%	-0.3%	-2.7	21	-4%	-17%	0.3%	8%	3%
CC(=O)Oc1ccc(Cn2cnc3cc4ccccc4cc32)cc1	-0.2%	5%	-2.2%	3.9	74	-15%	3%	-0.1%	7%	12%
COc1cc2c(cc1NC(=O)Nc1ccc(F)cc1)oc1ccccc12	-0.3%	3%	-2.1%	4.2	67	4%	9%	1.1%[50 µM]	8%	-4%
O=C(CSc1nnc(SCc2ccc(Cl)cc2)s1)N/N=C/c1c(Cl)cccc1Cl	-0.2%	6%	-1.9%	7.5	29	7%	-3%	2.0%	6%	-5%
Cc1ccc(C)c(NC(=O)c2cc3c([nH]c4ccccc43)c(C)n2)c1	-0.1%	-2%	-0.2%	1.7	49	-1%	19%	1.1%	13%	17%
Cc1cc(C)n(-c2ccccc2C#N)n1	-0.2%	-7%	-1.3%	1.9	56	-15%	21%	0.3%	-7%	7%
Cn1c(=NC(=O)COc2ccccc2)sc2ccccc21	0.5%	-9%	-1.5%	0.9	55	-6%	-9%	1.0%	6%	6%
NNC(=O)CNC(c1ccccc1)c1cc(Cl)ccc1NC(=O)c1ccccc1 (configuration not stated)	-0.1%	5%	-1.4%	1.0	42	-9%	0%	0.3%	6%	-4%
CCCC(=O)n1nc(-c2ccc(Cl)cc2)nc1SC	-0.1%	0%	4.3%	0.4	31	-17%	-8%	-0.1%	-4%	5%
CCOCCCNC(=O)C(NC(=O)c1ccc2c(c1)OCO2)c1ccc(Cl)cc1 (configuration not stated)	0.8%	1%	0.4%	4.5	58	-5%	2%	0.0%	-13%	9%
CCOC(=O)c1c(C)n(C)c2ccc(OC(=O)c3ccco3)cc12	-0.1%	7%	-1.9%	4.1	47	-3%	-5%	0.1%	10%	9%
O=c1sc2ccccc2n1Cc1ccccc1	0.2%	2%	-0.1%	-1.0	86	0%	2%	1.5%	-6%	4%
CCc1c(C)nc(SCc2cccnc2)[nH]c1=O	-0.1%	1%	-0.6%	-0.3	67	6%	-3%	0.3%	-4%	1%
C=CCNC(=O)C(=O)NCC(c1ccc2c(c1)OCO2)N1CCN(c2ccc(F)cc2)CC1 (configuration not stated)	-0.1%	1%	-1.4%	1.3	58	4%	9%	0.2%	9%	4%
O=C(CCN1CCOCC1)N1c2ccccc2Sc2ccc(Cl)cc21	0.3%	3%	-1.1%	-1.0	97	-5%	10%	0.0%	-1%	8%

Some of these compounds in order of their number in GPR55 beta-arrestin, falling:
| canonical_smiles | GPR55 beta-arrestin | SIAH1 antagonists | HIV peptide binding | NS5 inhibitors | AID2073 | GPR55 antagonists | GPR35 arrestin U2OS |
| --- | --- | --- | --- | --- | --- | --- | --- |
| CCOCCCNC(=O)C(NC(=O)c1ccc2c(c1)OCO2)c1ccc(Cl)cc1 (configuration not stated) | 0.8% | 1% | 0.4% | -5% | 2% | -13% | 9% |
| Cn1c(=NC(=O)COc2ccccc2)sc2ccccc21 | 0.5% | -9% | -1.5% | -6% | -9% | 6% | 6% |
| CCc1c(C)nc(SCc2cccnc2)[nH]c1=O | -0.1% | 1% | -0.6% | 6% | -3% | -4% | 1% |

(continued)
SMILES	GPR55 beta-arrestin	SIAH1 antagonists	HIV peptide binding	NTR1 ag	NTR1 ag cell count 20 µM	NS5 inhibitors	AID2073	K1F lysis inhibition	GPR55 antagonists	GPR35 arrestin U2OS
C/C(=C\c1ccc(F)cc1)C(=O)c1c(C)cc(C)[nH]c1=O	-0.1%	-2%	1.0%	1.8	82	-3%	1%	0.3%	6%	-6%
CC(=O)c1ccc(N2CCN(c3ncccn3)CC2)cc1	0.2%	0%	0.0%	1.7	52	5%	12%	0.2%	0%	8%
CCOC(=O)N1CCC(N2C(=O)c3ccc(C(=O)NCCOC)cc3C2=O)CC1	-0.3%	1%	0.2%	-0.1	86	-11%	3%	0.0%	2%	6%
Nc1[nH]n2c(=O)c3c(nc2c1N=Nc1ccc(Cl)cc1)CCCC3	-1.8%	-8%	25%	6.4	51	-2%	-5%	0.1%	-10%	-4%
CCOc1c(Br)cc(/C=C(\C#N)C(=O)NC2CC2)cc1OC	0.0%	-7%	-1.5%	15	63	-21%	3%	0.0%	-1%	4%
CCCn1c(N)c(N(CCOC)C(=O)c2ccc(C#N)cc2)c(=O)[nH]c1=O	-0.1%	-4%	-2.1%	-0.2	52	19%	19%	-0.1%	6%	-8%
CCCNC(=O)NC(=O)CN1C(=O)NC(C)(c2ccc3ccccc3c2)C1=O (configuration not stated)	-0.2%	-3%	0.8%	-0.3	47	2%	2%	0.8%	1%	-4%
O=C(Nc1ccccc1)C1=C[C@H](c2ccc(C(F)(F)F)cc2)C[C@H](OCc2ccc(CO)cc2)O1	0.0%	-3%	3.4%	23	73	.	1%	.	18%	-13%
CNC(=O)c1sccc1SCc1c(Cl)cccc1Cl	-0.1%	-2%	-0.9%	3.4	43	-4%	0%	0.1%	13%	14%
CC(=O)Nc1ccc(S(=O)(=O)N2CCC(Oc3ccc(-n4cnnn4)cc3)CC2)cc1	0.4%	3%	1.1%	0.2	41	-8%	8%	0.1%	17%	5%
Cc1ccc(CSC2=NCCN2C(=O)C2CC2)cc1	0.1%	0%	-1.3%	-2.0	43	-6%	-10%	1.2%	6%	4%
COc1cc(-c2nnc(SCc3ccccc3Cl)o2)cc(OC)c1OC	-0.1%	6%	-2.4%	4.1	48	0%	-10%	0.0%	12%	11%
O=C(NCCc1ccccc1)C1CCC(CNc2nc(=S)[nH]c3ccccc23)CC1 (configuration not stated)	-0.7%	1%	0.2%	-0.6	87	-4%	6%	2.0%	19%	4%
COc1cc(CN2CCCCCC2)cc([N+](=O)[O-])c1O	0.0%	2%	-2.5%	0.1	48	5%	2%	0.0%	-10%	8%
C/C(=N\NC(=O)CNc1ccccc1Cl)C(C)(C)C	-0.1%	-2%	-0.7%	-1.4	85	10%	-9%	-0.1%	7%	-7%
O=C(Nc1ccc(Cl)cc1)[C@@H]1[C@@H]2C(=O)N(c3ccc4ccccc4c3)C(=O)[C@@H]2[C@H]2C=CC=NN21	0.0%	-1%	19%	1.6	71	2%	34%	-1.2%	4%	-4%
Cc1cccc2sc(N(CCCN(C)C)C(=O)c3ccc(C(=O)c4ccccc4)cc3)nc12	1.2%	-7%	-1.7%	9.6	65	-1%	20%	0.3%	31%	14%
Cc1ccc(C(C(=O)NC2CCCC2)N(Cc2cccs2)C(=O)CNC(=O)c2cccs2)o1 (configuration not stated)	-0.1%	0%	-2.9%	0.1	47	-8%	9%	6.3%	6%	-4%
NS(=O)(=O)c1ccc(NC(=O)C2C3C=CC(C3)C2C(=O)O)cc1 (configuration not stated)	-0.1%	1%	-1.0%	1.6	85	.	-5%	0.8%	7%	-3%
Cc1nn(CCC#N)c(NC(=O)c2ccc(Cl)cc2)c1P(=O)(Nc1ccc([N+](=O)[O-])cc1)N1CCOCC1 (configuration not stated)	-0.2%	1%	1.1%	2.3	90	2%	-4%	0.3%	2%	-6%
CCCC(=O)c1ccc(N2CCN(C(=O)OCC)CC2)c(F)c1	0.2%	-4%	-1.5%	2.4	50	-2%	38%	4.2%	6%	0%
Cc1ccc(NC(=O)COC(=O)CCC(=O)c2ccc(Cl)cc2)cc1S(=O)(=O)N(C)C	-0.2%	0%	1.1%	-0.7	60	-2%	19%	7.3%	3%	7%
CCOc1ccc(CNC(=O)CCC(=O)N2Cc3ccccc3Oc3ncccc32)cc1	-0.2%	4%	-0.2%	-0.2	65	-1%	-6%	2.3%	6%	-2%
COc1ccc(CCNS(=O)(=O)c2ccc3c(c2)oc(=O)n3C)cc1OC	-0.1%	3%	-0.8%	3.3	59	-6%	16%	2.3%	-4%	-9%
Cn1c2ccccc2c(=O)n2c(=O)c3ccccc3cc12	-0.2%	8%	-1.1%	-0.7	82	.	2%	.	12%	-7%
COc1ccc(-c2noc(CSc3nc(N)c(-c4ccccc4)c(=O)[nH]3)n2)cc1OC	-0.2%	0%	-1.1%	-1.3	32	0%	-1%	1.4%	15%	0%
CCC(=O)Nc1ccc(/C(C)=N/NC(=O)c2c(Br)c(C)nn2C)cc1	-0.2%	0%	0.5%	0.6	35	-8%	6%	-0.4%	-7%	5%
CC1(C)CCC(=O)N(c2ccccc2)C1=O	0.5%	2%	2.3%	0.4	77	6%	-2%	-0.1%[50 µM]	10%	3%
COc1ccc(NC(=O)Nc2cccc([N+](=O)[O-])c2)cc1Cl	-0.3%	-9%	-0.2%	8.2	52	-8%	-8%	5.4%	-11%	-5%
O=C(c1ccco1)N1CCN(C(=O)N2CCOCC2)CC1	0.3%	-3%	-1.0%	-0.2	61	-3%	-3%	3.2%	12%	-5%
Cc1ccc(C2CC(c3ccccc3)n3ncnc3N2)cc1 (configuration not stated)	-0.3%	0%	-1.4%	1.6	66	1%	1%	5.0%	8%	-12%
Oc1[nH]c2ccccc2c1N=Nc1ccc(F)cc1	0.3%	4%	150%	6.0	46	-5%	11%	1.0%	9%	-5%
